# ERK EGF inh – qHTS Assay for Inhibitors of the ERK Signaling Pathway using a Homogeneous Screening Assay; Stimulation with EGF | HEK293-V1b, EGF-stimulated phospho-ERK AlphaScreen | Potency, µM (series often up to 11.5 µM), for inactives: at the highest dose activity change, negative = inhibition, hits mostly inhibitors | 130,000 compounds, 0.41% hits | AID 1454, 2008; active = well fitted inhibition curve with a large enough effect; inconclusive = small, poorly fitted or top-dose-only effect, or effect the other way;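 also: plate controls were stimulated vehicle wells for no effect and unstimulated vehicle basal for full effect; nearly all actives have a fitted effect of over 55% in size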
#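 HEK293 cells stably expressing V1b receptor, serum-reduced (1% FBS) overnight, got compound for 30 min at 37C, then 25 nM EGF for 5 min. Lysate phospho-ERK read by AlphaScreen SureFire; AC50 from Hill fits.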
# The depositor's hits bear a star; ? = inconclusive; & = joins results of further samples; [ ] = dose if it differs, or a comment. Potency is read from the fitted curve at half-maximal effect. The list is partial, so the mix of outcomes need not match the whole.
SMILES,ERK EGF inh
O=C(NNc1cc(Br)c(O)c(Br)c1)c1ccccc1,?
CCCn1c(C)cc(C(=O)CSc2nc3nc(C)cc(C)n3n2)c1C,-8.2%
O=C1CCN(Cc2ccccc2)CCN1CCO,4.1%[57.5 µM]
COc1ccc(N2CCC(CNC(=S)Nc3cc(C)ccc3C)C2)cc1 (centres undefined),14.1µM*
CCOC(=O)c1c(C)[nH]c(C)c1C(=O)COC(=O)/C=C/c1cccc(C(F)(F)F)c1,-4.5%
CCOC(=O)NN1C(=O)c2ccccc2NC1(C)C,0.8%
CSC1=NCCN1S(=O)(=O)c1ccc(C)cc1,-15.5%
Cc1nn(C)c2c(=O)c(=O)c2n(C)[nH]1,2.8%[57.5 µM]
O=C1NC(c2cccc([N+](=O)[O-])c2)=CCN1c1ccccc1O,0.5%
CCOC(=O)C1=C(C)NC(SC)=NC1c1ccc(OC)cc1 (centres undefined),4.7%
CCOC(=O)C(O)C1CCc2c([nH]c3ccc(C)cc23)C1=O (centres undefined),-3.3%[57.5 µM]
Cc1occc1C(=O)Nc1cccc(C(F)(F)F)c1,-1.6%
O=C(N/C(=C/c1ccccc1Cl)C(=O)N1CCCC1)c1ccccc1,-2.0%
COc1cccc([C@@H]2Oc3ccc(OC)cc3C(=O)[C@H]2OC(=O)NCCc2ccc(OC)c(OC)c2)c1,-3.6%
COc1c(O)cnn(-c2ccccc2)c1=O,1.3%[57.5 µM]
O=C(O)C1CCC(=O)N(C2CCCCC2)C1c1ccccc1Cl (centres undefined),7.1%[57.5 µM]
COc1ccc(CC2(CO)CCN(Cc3cccc(OC)c3OC)CC2)cc1,3.5%
COc1ccc(Oc2ncc3ncc(=O)n(Cc4cccs4)c3n2)cc1,-13.6%
CN(C)S(=O)(=O)c1cccc(NC(=O)CSc2nnnn2-c2ccccc2)c1,9.3%[57.5 µM]
COc1cc(/C=N/NC(=O)CCn2cnc(-c3ccccc3)c2-c2ccccc2)ccc1O,4.0%
CN1CCN(C(=S)NC(=O)c2ccc(-c3ccccc3)cc2)CC1,-0.7%
COc1ccc(-n2c(=S)[nH]c3[nH]ncc3c2=O)cc1,1.6%[57.5 µM]
O=C(CCCn1c(=S)[nH]c2ccsc2c1=O)Nc1ccc2c(c1)OCCO2,3.7%
C=CCn1cc(C(C)=O)c(=O)[nH]c1=O,-0.5%
CC(C)(S)[C@H](N)C(=O)O,2.0%

# (list continues)
SMILES,ERK EGF inh
Cn1ccc2cc(NC(=O)Nc3cccnc3)ccc21,-1.3%
O=C(COC(=O)c1ccc(Br)cc1)NCc1ccc(F)cc1,1.4%
COc1ccc(C(=O)NCC(=O)OCn2nnc3ccccc3c2=O)cc1OC,-4.2%
CN(N)c1nc2ccccc2nc1C(F)(F)F,-3.9%
COC(=O)CSC1=C(C#N)C(=O)NC2(CCCCC2)S1,-7.8%
c1ccc2c(c1)nc(-c1ccncc1)n1nnnc21,?
CCOc1ccc(NC(=O)c2csc3c2CCCC3)cc1,-2.8%
Cc1c2c(nc3c(C)cccc13)OC(C)C2 (centres undefined),-8.0%[57.5 µM]
S=c1nc[nH]c2c1sc1nc(-c3ccccc3)c3c(c12)CCCC3,4.9%
COc1ccc2[nH]c(=O)c(CN(C(=O)c3cccnc3)c3cccc(C)c3)cc2c1,7.7%[57.5 µM]
O=C(Nc1cccc2ccccc12)c1ccccc1,-11.4%[57.5 µM]
CCOC(=O)CN1C(=O)CN(c2ccc(C)c(C)c2)C1=O,-9.2%
COCCOC(=O)c1c(C)oc2ccc(OCc3cc(C(=O)OC)oc3C)cc12,-23.5%[57.5 µM]
CC(C)Cn1c(N)c(C(=O)COC(=O)c2cc(F)cc(F)c2)c(=O)n(C)c1=O,-2.8%
Cc1ccc(N2C(=O)C(F)(F)C2c2ccccc2)cc1 (centres undefined),12.0%
CCc1cc2c(=O)c(-c3nc4ccccc4n3C)c(C)oc2c(CN2CCCCC2)c1O,-14.4%[57.5 µM]
CC(=O)N[C@@H](CS)C(=O)O,7.9%
Cc1ccc2nc(-c3cccnc3)cc(C(=O)N3CCN(c4ccc([N+](=O)[O-])cc4)CC3)c2c1,-1.2%
CNC(=O)COC(=O)c1ccc([N+](=O)[O-])cc1Cl,11.3%
CN(c1c(C#N)c(C(F)(F)F)nn1C)N(S(C)(=O)=O)S(C)(=O)=O,2.4%
C#CCNC(=O)C1=C[C@H](c2ccc(C(F)(F)F)cc2)[C@@H](CCCO)[C@H](OCC)O1,-8.0%[57.5 µM]
C[C@@H]1CC=C[C@H]2[C@H]1C(=O)N(Cc1ccccc1)[C@H]2c1ccc2ccccc2c1,3.9%[57.5 µM]
COc1cc(NC2=Nc3cccc4cccc2c34)cc(OC)c1OC,12.6%
CCOCCCN1CC(C(=O)NCc2ccc3c(c2)OCO3)CC1=O (centres undefined),0.9%
C/C(=N\NC(=O)c1cc(C)oc1C)c1ccc2c(c1)OCO2,-3.8%

# 4 entries from above in a different format:
O=C(CCCn1c(=S)[nH]c2ccsc2c1=O)Nc1ccc2c(c1)OCCO2
  ERK EGF inh = 3.7%
CSC1=NCCN1S(=O)(=O)c1ccc(C)cc1
  ERK EGF inh = -15.5%
Cc1ccc2nc(-c3cccnc3)cc(C(=O)N3CCN(c4ccc([N+](=O)[O-])cc4)CC3)c2c1
  ERK EGF inh = -1.2%
CCCn1c(C)cc(C(=O)CSc2nc3nc(C)cc(C)n3n2)c1C
  ERK EGF inh = -8.2%

# Part of the list above in order of count of non-hydrogen atoms, rising.
SMILES,ERK EGF inh
CC(=O)N[C@@H](CS)C(=O)O,7.9%
CNC(=O)COC(=O)c1ccc([N+](=O)[O-])cc1Cl,11.3%
CCOc1ccc(NC(=O)c2csc3c2CCCC3)cc1,-2.8%
O=C(COC(=O)c1ccc(Br)cc1)NCc1ccc(F)cc1,1.4%
S=c1nc[nH]c2c1sc1nc(-c3ccccc3)c3c(c12)CCCC3,4.9%
COc1ccc(C(=O)NCC(=O)OCn2nnc3ccccc3c2=O)cc1OC,-4.2%

# Rewritten as labelled records: entries from further up
COC(=O)CSC1=C(C#N)C(=O)NC2(CCCCC2)S1
  ERK EGF inh = -7.8%

c1ccc2c(c1)nc(-c1ccncc1)n1nnnc21
  ERK EGF inh = ?

# The list continues.
SMILES,ERK EGF inh
CCC(C)Oc1cc(-c2ccnc(Nc3cccc(Cl)c3)n2)ccn1 (centres undefined),5.4%[57.5 µM]
CS(=O)(=O)Nc1c(O)ccc2c1CCC[C@H]2C1=NCCN1,1.3%
Cc1nc(C)c(/C(O)=C\c2nc3ccc([N+](=O)[O-])cc3oc2=O)o1,-2.6%[57.5 µM]
O=C(COc1ccccc1)N1CCN=C1SCc1ccccc1F,7.5%[57.5 µM]
CCOc1ccc(N2C(=O)CC(Sc3n[nH]c(-c4ccccc4)n3)C2=O)cc1 (centres undefined),-8.0%
Cc1ccc(C)c(CN2C(=O)COc3ccc(C(=O)c4ccccc4C(=O)O)cc32)c1,-6.0%
CC1=NN(c2ccccc2)C(=O)/C1=C/c1c(O)n(-c2ccc(F)cc2)[nH]c1=O,-0.3%
COCc1cc(C)n(CC(=O)N/N=C/c2ccc(-c3ccc(Cl)c(C(=O)O)c3)o2)c(=O)c1C#N,1.4%
CC1Oc2ccccc2OC1(O)c1ccc2ccccc2n1 (centres undefined),-5.2%
CC(C)c1ccc(NC(=O)CN(Cc2ccccc2)S(C)(=O)=O)cc1,21.6%
O=C1C2C3c4ccccc4C(c4ccccc43)[C@@H]2C(=O)N1c1ccccn1 (some centres undefined),-3.6%[57.5 µM]
CC1CCCC(C)N1C(=O)Cn1cnc2cc([N+](=O)[O-])ccc2c1=O (centres undefined),?
O=C(CCC1CCCN(C(=O)C2=CCCC2)C1)N1CCN(c2ccccn2)CC1 (centres undefined),-7.0%
CC(Nc1ccc2c(c1)OCCO2)C(=O)Nc1ccc2c(c1)OCO2 (centres undefined),-4.4%
Cn1nnnc1SCC(=O)Nc1ccc(Cl)c(S(=O)(=O)N2CCOCC2)c1,2.7%[57.5 µM]
Cc1ccc(Nc2cc(C)nc3nc(C)nn23)cc1,-8.5%
CC(C)CNC(=O)CC(=O)NN=C1CCCC1,-3.5%
CC1CC(=O)Nc2cc([N+](=O)[O-])ccc2N1 (centres undefined),0.5%[57.5 µM]
COc1ccccc1CNC(=O)CCn1c(=O)[nH]c2ccsc2c1=O,0.0%
Cc1cc(C)c2cc(C(=O)Nc3ccc4c(c3)OCO4)[nH]c2c1,2.7%[57.5 µM]
CCCN(C(=O)CSc1nnnn1C)c1c(N)n(Cc2ccccc2)c(=O)[nH]c1=O,6.7%
CC1(C)C/C(=N\O)C(C(O)c2cccc([N+](=O)[O-])c2)C(C)(C)N1 (centres undefined),-0.7%[57.5 µM]
Cc1cc(C(=O)NC(Cc2ccccc2)C(=O)O)c(C)o1 (centres undefined),-19.8%[57.5 µM]
COc1ccc2c(c1)sc(N)[n+]2Cc1cc(C)cc2cccnc12,2.9%
CC1CCCN(CCOCCOc2ccccc2-c2ccccc2)C1 (centres undefined),7.3%

# Remaining list, next part
SMILES,ERK EGF inh
CCCCC(=O)NC(=S)Nc1ccc(NC(=O)C(C)C)c(OC)c1,-9.9%
Cc1ccccc1S(=O)(=O)Cc1ccc(C(=O)NCc2ccc(F)cc2)o1,-8.0%[57.5 µM]
C1CCc2c(nc3nnnn3c2NCC2CC2)C1,3.3%[57.5 µM]
Cc1cccnc1NC(=S)NC(=O)/C=C/c1ccccc1,2.4%
O=C1NC[C@H](c2ccccc2)N(CCc2cccc(F)c2)C1=O,-16.2%[57.5 µM]
Cc1ccc(NC(=O)CCNS(=O)(=O)c2cccc3nsnc23)cc1,8.7%
COc1ccc(-c2nc(N/N=C(\C)c3ccc(O)cc3)c3ccccc3n2)cc1,?
O=C(CCC(=O)N1CCN(S(=O)(=O)c2ccc(Cl)cc2)CC1)Nc1ccc(Cl)cc1Cl,-3.2%
Cn1cc(CNC(=O)/C=C/c2ccc(Cl)cc2)cn1,-2.1%
Cn1c(O)c(N=NC(=S)Nc2ccccc2F)c2cc(S(=O)(=O)N3CCOCC3)ccc21,-2.9%
COc1ccc(C=NCCCN2CCOCC2)cc1,7.0%
CC(NC(=O)c1ccccc1Cl)C1COc2ccccc2O1 (centres undefined),13.0%
CN(c1ccc(C(=O)Nc2cccnc2)cc1)S(C)(=O)=O,8.5%
CC1=NNC(=O)C1C(c1cccc(O)c1)C(C#N)C#N (centres undefined),5.9%[57.5 µM]
CCN(Cc1ccccc1)Cc1nc(CCc2ccccc2)no1,3.3%
CCc1nnc(NC(=O)c2ccc(N(C)S(=O)(=O)c3ccccc3)cc2)s1,1.9%
COC(=O)c1ccc(NC(=O)Nc2ccc(OC)c(OC)c2)cc1,4.9%
O=C(Nc1ccccc1)N1CC2(CCN(S(=O)(=O)c3ccccc3)CC2)C1,9.9%
Cn1cccc1/C=C1\CCc2ccccc2C1=O,6.2%
Cc1cccc(NC(=S)NNC(=O)c2csc(C)c2)c1,-2.0%
CCOC(=O)c1nc(-c2ccc(OC)c(OC)c2)no1,0.5%
CC(NS(=O)(=O)c1ccc2c(c1)OCCCO2)C(=O)O (centres undefined),2.3%
O=C(c1cc(-c2cccnc2)nc2ccccc12)N1CCCc2ccccc21,0.0%
O=C(NN=C1CCCCCCCCCCC1)c1cccnc1,-10.5%
O=C(NCc1ccncc1)Nc1ccc2c(c1)OCO2,12.1%

# (listing goes on)
SMILES,ERK EGF inh
Cc1ccc(NC(=S)Nc2ccccn2)c(C)c1,11.9%[57.5 µM]
CC(=O)Nc1ccc(S(=O)(=O)N(CC(=O)Nc2cc(C)on2)Cc2ccc(F)cc2)cc1,-9.7%[57.5 µM]
COc1ccc2[nH]c(=O)c3c(c2c1)OC(C)(C)C=C3,-15.2%[57.5 µM]
COc1ccc(CCNC(=O)Cn2cnc3scc(-c4ccccc4)c3c2=O)cc1OC,-0.6%
O=C1c2cccc3cccc(c23)C(=O)N1CCCCCc1n[nH]c(=S)o1,?
COC(=O)N1[C@H](Cc2ccccc2)C=C[C@]1(C)C(=O)NCc1ccc(N(C)C)cc1,-1.8%
CC(NC(=O)C(=O)Nc1nccs1)c1ccccc1 (centres undefined),-2.0%[57.5 µM]
Cn1cc([N+](=O)[O-])c(C(=O)Nc2ccc3nc(-c4ccccc4)[nH]c3c2)n1,-8.2%
O=C(O)c1ccc(/C=N/Nc2ccc(F)cc2F)cc1,12.9%
CCCCn1c(N)c(N(CC)C(=O)c2cccc(OC)c2)c(=O)[nH]c1=O,-2.0%
CC(C)(C)c1csc(Sc2ccc([N+](=O)[O-])cn2)n1,5.6%[57.5 µM]
COc1cc(NC(=O)CN2CCCCC2C)c(C)cc1[N+](=O)[O-] (centres undefined),2.2%
CS(=O)(=O)N1CCC(Oc2ccccc2C(=O)N2CCCCC2CO)CC1 (centres undefined),-3.5%
Cc1nn(C)c(Cl)c1C(=O)NCC(=O)O,-0.5%
S=C(NC1CCCCC1)NC1CC2CCC(C1)N2Cc1ccccc1 (centres undefined),7.2%
O=C(CCNS(=O)(=O)c1cccc2nsnc12)NCc1ccco1,2.4%
O=C(Nc1nncs1)c1cccc(S(=O)(=O)N2CCc3ccccc32)c1,0.3%
Cc1[nH]c2ccccc2c1C(c1ccccn1)N1CCCC1 (centres undefined),-2.4%
O=C(O)c1ccc[nH]c1=S,-0.4%[57.5 µM]
CCCC(=O)Nc1ccc(Cc2ccc(NC(=O)CCC)c(C(=O)O)c2)cc1C(=O)O,-1.3%
O=C(CN1C(=O)CSc2ccc(S(=O)(=O)N3CCOCC3)cc21)NCc1cccnc1,5.5%
O=C1COc2ccc(C(=O)COC(=O)CNC(=O)C3CCCCC3)cc2N1,-3.3%
O=c1c(O)c(-c2ccc(O)c(O)c2)oc2cc(O)ccc12,-0.6%&30.5%
Cc1ccc(C2=NN3C(=O)c4ccccc4C3C2)cc1 (centres undefined),-3.1%[57.5 µM]

# Compound activity: PubChem, National Center for Advancing Translational Sciences (NCATS)
